ERa SRC1 pot: enhances coactivator binding to human estrogen receptor alpha; P03372; TR-FRET ERalpha-LBD/SRC-Cy5 coactivator binding, 2 h; 100 = basal binding, no effect; coactivator binding (% of control), % at 25.6 µM; 86,000 compounds, 1.3% hits; in the data active = activity above about 200%;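 note: binding measured in presence of low estradiol as agonist stimulus; 0% = peptide alone without receptor and 100% = receptor with peptide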
Smad3 FoxH1 inh: inhibitors of human Smad3 transcription factor binding; P84022; TR-FRET Smad3/Dy647-FoxH1 peptide binding, europium anti-His; inhibition, % at 25 µM; 88,000 compounds, 0.29% hits;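 active = compounds that reduce the energy-transfer binding signal between the protein and its labelled peptide by more than half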;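 note: 0% = Smad3 plus labelled peptide maximal FRET and 100% = peptide-only background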
Mac1 fbg inh: CD11b/CD18-fibrinogen binding inhibition; P05107+P11215; K562 CD11b/CD18 adhesion to fibrinogen, ATPlite luminescence; Mn2+ added to activate the integrin; inhibition, % at 10 µM; 93,000 compounds, 0.54% hits; AID 1497;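 active = primary inhibition of 50% or more at 10 µM, then 40% or more on retest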; note: some results filed as inactive read as strong as hits
MT1-MMP txn act: activates MT1-MMP transcription | AID 750 | 86,000 compounds, 0.16% hits | activation factor at 10 µM | HT1080 MT1-MMP promoter luciferase reporter, luminescence, overnight; active compounds read high;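 active = activation factor of at least 2 for MT1-MMP transcription at 10 µM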
Mac1 fbg enh: CD11b/CD18-fibrinogen binding enhancement. P05107+P11215. K562 CD11b/CD18 adhesion to fibrinogen, ATPlite luminescence. activation, % at 10 µM. 93,000 compounds, 0.07% hits. AID 1499;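 active = 10 µM primary screen giving 50% or more activity, confirmed by 40% or more on retest at that dose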; note: strong numbers were not always called active; reference of the scale not given here
Calb biofilm kill: kills Candida albicans biofilms; 85,000 compounds, 0.14% hits; inhibition, % at 6 µM; C. albicans biofilm + clotrimazole, Alamar Blue; AID 834;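 active = inhibition above 20%; inactive = inhibition below 20%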;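 note: preformed 24 hr biofilms exposed to compound for 48 hr; 0% = biofilm without compound and 100% = blank killed by clotrimazole plus chlorhexidine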
sEH activator: soluble epoxide hydrolase (human) activation; 91,000 compounds, 0.04% hits; purified human sEH enzymatic activity, activator screen; activation, % at 2 µM; AID 717; in the data active = activation above about 37%; note: values of inactives mirror those of a sister screen read the other way
Target sequence (P34913 whole entry, looked up): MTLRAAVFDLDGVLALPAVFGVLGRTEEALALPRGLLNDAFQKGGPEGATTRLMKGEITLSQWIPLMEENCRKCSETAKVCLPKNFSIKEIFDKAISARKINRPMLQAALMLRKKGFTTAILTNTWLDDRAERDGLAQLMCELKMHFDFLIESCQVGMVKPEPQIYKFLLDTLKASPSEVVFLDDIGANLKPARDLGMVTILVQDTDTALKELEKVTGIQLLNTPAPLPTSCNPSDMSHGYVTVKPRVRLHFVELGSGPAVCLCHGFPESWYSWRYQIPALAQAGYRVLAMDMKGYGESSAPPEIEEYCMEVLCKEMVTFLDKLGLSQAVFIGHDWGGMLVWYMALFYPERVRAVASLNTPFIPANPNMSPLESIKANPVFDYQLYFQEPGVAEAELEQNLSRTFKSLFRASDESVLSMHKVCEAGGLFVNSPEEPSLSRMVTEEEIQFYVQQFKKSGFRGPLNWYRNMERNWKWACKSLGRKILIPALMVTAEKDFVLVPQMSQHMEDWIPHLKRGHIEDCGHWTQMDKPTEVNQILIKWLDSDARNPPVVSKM
sEH inhibitor: inhibitors of human soluble epoxide hydrolase | recombinant human sEH enzymatic activity assay | inhibition, % at 2 µM | 91,000 compounds, 0.34% hits; in the data active = inhibition above about 80%; note: values of inactives mirror those of a sister screen read the other way; many of its hits are not listed in these tables
ERb coact inh: blocks coactivator binding to human estrogen receptor beta | Q92731 | TR-FRET ER-beta LBD / SRC1-Cy5 peptide binding; receptor agonist-loaded with 1 µM estradiol | inhibition, % at 25.6 µM | 86,000 compounds, 1.3% hits | AID 633;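 active = compounds whose percent inhibition of the receptor-coactivator binding signal exceeds about 50% in the single-dose screen, limit read from the data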;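 note: 0% = receptor plus peptide wells without compound and 100% = peptide-only wells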
Target sequence (Q92731 whole entry, looked up, the tested form may be a part): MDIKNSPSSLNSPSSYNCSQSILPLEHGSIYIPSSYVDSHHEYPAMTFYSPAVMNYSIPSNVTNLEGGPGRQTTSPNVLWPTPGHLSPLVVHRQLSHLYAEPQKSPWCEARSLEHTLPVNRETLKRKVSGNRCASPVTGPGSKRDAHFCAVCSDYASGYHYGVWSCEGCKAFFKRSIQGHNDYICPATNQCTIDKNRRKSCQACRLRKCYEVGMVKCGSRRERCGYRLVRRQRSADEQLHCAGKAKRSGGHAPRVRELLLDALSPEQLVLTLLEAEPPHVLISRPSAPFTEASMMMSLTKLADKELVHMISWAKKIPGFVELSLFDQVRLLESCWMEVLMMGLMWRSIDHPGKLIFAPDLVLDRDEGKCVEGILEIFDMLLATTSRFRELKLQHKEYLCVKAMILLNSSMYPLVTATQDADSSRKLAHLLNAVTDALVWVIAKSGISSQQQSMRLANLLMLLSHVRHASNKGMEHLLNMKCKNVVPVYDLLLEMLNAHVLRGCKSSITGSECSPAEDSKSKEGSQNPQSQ
* marks the source's active call; other numbers are inactive results; / = no result given; & = joins results of further samples; [ ] = another dose, or the depositor's remark.

Below each SMILES – ERa SRC1 pot, Smad3 FoxH1 inh, Mac1 fbg inh, MT1-MMP txn act, Mac1 fbg enh, Calb biofilm kill, sEH activator, sEH inhibitor, ERb coact inh
CCN1CCN(C(c2nnnn2Cc2ccc3c(c2)OCO3)C(C)C)CC1 (stereo unspecified)
  108.1, -0.1, /, 1.1, /, 3.7, -12.7, 16.3, -4.5
Cc1ccc(C)c(N2CCN(C(=O)C3CCCN(S(=O)(=O)c4c(C)noc4C)C3)CC2)c1 (stereo unspecified)
  94.2, -0.7, -12.9, 1, 2.6, 5.2, /, /, -15.6
CC(C)n1c(-c2cccnc2)nc2cnccc21
  110.0[fluorescence artefact?], -11.7, /, 1.2, /, 10.2, /, /, -10.0
COC(=O)C(NNc1ccccc1)(NC(=O)c1cccc(F)c1)C(F)(F)F (stereo unspecified)
  /, /, 17.9, /, -1.2, /, -5.0, 6.7, /
O=C(Cc1cccs1)Nc1ccccc1NC(=O)Cc1cccs1
  94.2, 0.1, -14.9, 1.1, -3.2, 6.8, /, /, 1.0
O=C(COC(=O)Cc1cn2ccsc2n1)NC12CC3CC(CC(C3)C1)C2
  96.5, -7.8, 2.7, 1, 2.7, 0.6, -14.9, 14.5, 2.0[fluorescence artefact?]
Cn1c(CCN2CCOCC2)nc2cc(NC(=O)COc3ccccc3)ccc21
  106.1[fluorescence artefact?], 6.9, -16.6, 0.9, 0.2, 4.2, -7.1, 5.5, 1.8
CC1CCCCN1CCn1c(=S)[nH]c2ncccc2c1=O (stereo unspecified)
  110.4[fluorescence artefact?], -0.1, -20.3, 1.3, -1.4, 6.8, 0.3, 1.3, -8.5
O=C(NC1=NCCS1)[C@H](Cc1ccccc1)N1C(=O)c2ccccc2C1=O
  /, /, 2.6, /, -3.5, /, -7.6, 8.7, /
COc1ccc(C(=O)NC2CCN(S(=O)(=O)Cc3ccccc3)CC2)c(OC)c1
  100.5, 1.6, -19.6, 1.2, 19.0, -1.1, 8.0, -7.4, 8.2[fluorescence artefact?]
COc1ccccc1NC(=O)N1CCCC1C(=O)Nc1nnc(C(C)C)s1 (stereo unspecified)
  110.0[fluorescence artefact?], 3.4, -4.7, 1, -0.5, 4.1, -3.6, 2.6, 0.6[fluorescence artefact?]
COc1ccc(NC(=O)N(Cc2ccc3c(c2)OCO3)C2CC(=O)N(c3ccc(OC)cc3)C2=O)cc1 (stereo unspecified)
  104.6, 7.5, 0.1, 1.1, 4.5, 8.7, -1.9, 1.4, -14.0
CCOC(=O)C(C)Oc1nc(Oc2ccccc2)nc(N(C)C)n1 (stereo unspecified)
  127.0, 0.9, -24.3, 1.1, -1.1, 7.2, 9.4, -8.0, 8.1
CCN(CC)c1ccc(-c2nnc(SCC(=O)Nc3ccccc3C#N)n2-c2ccccc2)cc1
  104.0[fluorescence artefact?], -4.0, /, 1.2, /, 5.1, 5.3, -2.4, 28.9[fluorescence artefact?]
C=C(C)C1CCC(C)=C1COC(=O)Nc1ccccc1 (stereo unspecified)
  /, /, -13.9, 1.3, 0.1, /, -1.4, 1.3, /
O=C(Nc1nc2ccccc2n1Cc1ccc(Cl)cc1)c1ccco1
  170.7, 3.8, -6.7, 1.1, 2.2, 4.8, /, /, 37.5
Cc1ccc(NC(=O)c2nc[nH]c2C(=O)Nc2ccc(C)cc2)cc1
  /, /, 4.7, /, -2.8, /, 2.2, -1.3, /
COCCn1nnnc1C(c1cc2cc(C)ccc2[nH]c1=O)N1CCN(C2CCCCC2)CC1 (stereo unspecified)
  114.3, 10.3, 5.7, 1, 1.1, 7.2, 9.5, -13.0, -0.2
CC(O)Cc1nsc(NC(=O)c2cccs2)n1 (stereo unspecified)
  70.7, 6.4, -3.6, 1.1, -1.4, -1.4, /, /, -9.9
CCOC(=O)CN(C(=O)CSc1nnc2c(n1)[nH]c1ccc(OC)cc12)c1ccc(F)cc1
  86.3[fluorescence artefact?], 1.7, -4.8, 1.3, 1.2, 6.9, /, /, 3.1

Continued:
Below each SMILES – ERa SRC1 pot, Smad3 FoxH1 inh, Mac1 fbg inh, MT1-MMP txn act, Mac1 fbg enh, Calb biofilm kill, sEH activator, sEH inhibitor, ERb coact inh
FC(F)(F)c1cccc(-c2cc3ccccc3nc2N2CCCC2)c1
  /, /, -1.7, /, -2.6, /, -5.6, 7.3, /
CCn1cc(C(=O)N2CCOCC2)c(=O)c2cc(S(=O)(=O)N(C)C3CCCCC3)ccc21
  113.1, 7.8, 7.0, 1.1, -5.5, 18.5, /, /, -1.5
O=c1c2ccsc2ncn1Cc1ccccc1F
  /, /, -2.6, /, 4.4, /, 6.8, -8.9, /
CCOc1ccccc1C(=O)Nc1cccc(-c2nnc(-c3ccccc3)o2)c1
  316.5*[fluorescence artefact?], -13.5, 9.8, 1.2, 7.7, 5.8, -6.2, 5.9, 25.0[fluorescence artefact?]
CCN(CC)C(=O)/C(=C\c1ccc(Br)cc1)NC(=O)c1ccccc1OC
  /, /, 10.7, /, -4.3, /, 4.4, -6.5, /
N#Cc1c(C(F)(F)F)cc(-c2ccc(Cl)c(Cl)c2)nc1SCCN1CCOCC1
  /, /, -12.4, /, 7.9, /, -0.7, -1.2, /
O=C1c2ccccc2C(=O)N1Cc1nc2ccccc2c(=O)n1CCN1CCOCC1
  109.3, -15.4, /, 1.1, /, 0.6, 11.0, -6.4, -3.0[fluorescence artefact?]
CCOc1ccc(S(=O)(=O)N2CCN(c3ccc(C)cc3C)CC2)cc1
  98.3, 4.0, 61.2, /, -2.6, 10.8, -10.6, 9.7, 20.3[fluorescence artefact?]
O=C(Nc1ccc(N2CCCCC2)cc1)c1cncc(Br)c1
  89.0, 4.7, /, 1.8, /, 5.8, -10.9, 9.8, -9.9
Oc1ccccc1C1=Nc2ncnn2C(c2ccc(F)cc2)C1 (stereo unspecified)
  83.6, -4.2, -10.3, 1.3, 1.7, 7.4, /, /, -16.6[fluorescence artefact?]
O=C(CSc1nnc(COc2ccccc2)n1-c1ccccc1)c1ccccc1
  80.1, 2.3, -2.3, 1.1, 1.0, 6.0, 1.9, -2.5, -3.8
CSc1nnc(Cc2cc(=O)[nH]c(=O)[nH]2)n1-c1cc(C)ccc1C
  94.4, -6.3, -12.1, 1.2, 1.4, -3.3, -7.7, 5.4, 0.6[fluorescence artefact?]
O=C(O)CC(=O)NC12CC3CC(CC(C3)C1)C2
  108.8&110.0, -8.1&20.5, -11.1&-23.0, 1&1.1, -2.1&-1.8, 10.2&6.3, -1.8&-2.0, 1.2&-1.5, -18.5&-6.6
CC(NCCC(c1ccccc1)c1ccccc1)c1ccccc1 (stereo unspecified)
  78.6, -11.1, /, 1.1, /, 13.8, /, /, 4.0
CCOCc1nnc(NC(=O)c2c(OC)cccc2OC)s1
  95.7, -9.6, -19.7, /, -1.9, -4.5, 5.7, -4.2, -3.1
CCCCS(=O)CC(O)COCC (stereo unspecified)
  108.4, 11.3, -8.6, 1.1, -0.1, 0.6, 3.9, -1.4, -6.7
Cc1cc(C)n2nc(CCc3ccccc3)nc2n1
  94.6, -20.8, -18.0, /, -1.7, 5.5, 5.6, -2.5, 29.4
O=C(Nc1cccc(Cl)c1)OCc1ccccn1
  132.1, 7.3, 5.6, 1.9, -0.4, 4.3, -1.8, 3.3, 0.5
COc1ccc(Nc2nnc(Cc3ccc(Cl)cc3)c(=O)[nH]2)c(OC)c1
  115.1, 6.1, 18.9, 1, 4.6, 1.1, /, /, 4.0[fluorescence artefact?]
CCCn1c(C)cc(C(=O)CN2C(=O)c3cccc(N)c3C2=O)c1C
  /, /, 5.4, /, -5.5, /, 15.8, -18.1, /

Following part:
Below each SMILES – ERa SRC1 pot, Smad3 FoxH1 inh, Mac1 fbg inh, MT1-MMP txn act, Mac1 fbg enh, Calb biofilm kill, sEH activator, sEH inhibitor, ERb coact inh
O=C(CNC1CCCCC1)N1CCc2ccccc2C1
  101.0, -27.0, -9.6, 1.1, -1.4, -1.3, 8.6, -9.0, -3.7
O=C(c1ccc2c(=O)n(C3CCCC3)c(=S)[nH]c2c1)N1CCN(C2CCCCC2)CC1
  103.2, 10.4, 4.8, 1.3, -3.6, 5.3, -13.8, 14.1, -1.7
COc1cccc(OC)c1OCCOc1ccccc1OC(C)C
  107.5, 12.5, 16.9, 1, 1.0, 4.9, 16.4, -19.5, 1.3
O=C(c1ccc2c(=O)n(CC3CCCO3)c(=S)[nH]c2c1)N1CCN(c2ccccc2)CC1 (stereo unspecified)
  103.0, 1.6, /, 1.2, /, 6.0, -24.1, 22.6, -6.1
COc1cc(CNc2ccc3[nH]c(=O)[nH]c3c2)cc(Br)c1OCC(=O)NC(C)(C)C
  106.0[fluorescence artefact?], 2.6, -2.2, 1.1, -1.2, 6.6, -5.8, 6.1, -1.9
COc1ccc(CNC(=O)C(c2ccco2)N(Cc2cccs2)C(=O)Cc2cccs2)cc1 (stereo unspecified)
  115.7, 12.1, -18.6, 1.1, 5.7, -0.3, 5.7, -6.3, 1.6
C=CCc1cccc(CNc2nc3ccccc3n2CCC)c1O
  129.6, 2.0, -4.9, 1.3, -8.1, 1.2, -2.3, 5.4, 3.5
CCOC(=O)CNC(=O)CNC(=O)c1ccc(OCC(C)C)cc1
  111.1, -13.4, -1.1, 1.3, 0.7, 4.2, /, /, 18.2
CCOc1cccc(-n2nnnc2-c2ccc(OC)cc2)c1
  109.6, 5.5, 14.0, 0.9, 2.5, 5.4, -10.1, 14.6, -8.2[fluorescence artefact?]
O=C(CN1CCCN(Cc2ccc(F)cc2Cl)C1=O)NC1CCCCCCC1
  96.9, 6.9, -0.3, 1.1, 2.0, 5.2, -23.5, 26.1, -4.5
Fc1ccc(Cn2nnnc2C(c2cccs2)N2CCCCCC2)cc1 (stereo unspecified)
  125.9, -1.2, -16.0, 1.4, 12.9, 1.4, -3.7, 5.6, -5.0
CN(Cc1ccco1)C(=O)Cn1c(=O)oc2cc(S(=O)(=O)NCc3ccccc3)ccc21
  102.5[fluorescence artefact?], -1.2, 6.3, 1, 7.9, 5.5, 9.2, -9.3, -6.0
COC(=O)c1ccc(S(=O)(=O)N2CCCCCC2)cc1
  123.6[fluorescence artefact?], -9.4, 5.1, 1.2, 1.6, 4.5, 2.5, -3.4, -9.8
CC(C)(C)C1CCc2c(sc(NC(=O)c3cc(C4CC4)on3)c2C#N)C1 (stereo unspecified)
  134.0, 9.9, 54.1*, 1.1, -5.1, 8.8, 8.2, -6.4, -1.8
COc1ccc(NC(=O)c2oc3ccc(S(=O)(=O)N4CCC5(CC4)OCCO5)cc3c2C)cc1
  114.1, 8.7[fluorescence artefact?], 13.0, 1, -0.9, 6.7, /, /, -2.2

Single records (already shown).
COc1ccc(NC(=O)c2oc3ccc(S(=O)(=O)N4CCC5(CC4)OCCO5)cc3c2C)cc1 across the screens: ERa SRC1 pot = 114.1; Smad3 FoxH1 inh = 8.7[fluorescence artefact?]; Mac1 fbg inh = 13.0; MT1-MMP txn act = 1; Mac1 fbg enh = -0.9; Calb biofilm kill = 6.7; sEH activator = /; sEH inhibitor = /; ERb coact inh = -2.2
CCOc1cccc(-n2nnnc2-c2ccc(OC)cc2)c1 across the screens: ERa SRC1 pot = 109.6; Smad3 FoxH1 inh = 5.5; Mac1 fbg inh = 14.0; MT1-MMP txn act = 0.9; Mac1 fbg enh = 2.5; Calb biofilm kill = 5.4; sEH activator = -10.1; sEH inhibitor = 14.6; ERb coact inh = -8.2[fluorescence artefact?]

Assay outcomes deposited in PubChem BioAssay by several laboratories.

Only part of the results is shown, so the mix of outcomes need not match the whole.
